# ARNT TACC3 PPI – disrupts binding between human ARNT and TACC3 | Q9Y6A5 | AlphaScreen His-ARNT PAS-B/GST-TACC3 binding, luminescence; TACC3 fragment carries E629A point mutation | inhibition, % at 9.99 µM | actives 0.66% (n = 390,000) | AID 623870;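 active = mean inhibition of replicates at least 50% and at least half of replicates each reaching 50%; inconclusive = half or more replicates reach 50% but mean below 50%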;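 note: 0% = complete ARNT plus TACC3 wells and 100% = ARNT alone without TACC3; many hits fall short of the cut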
# PglD DTNB – PglD (C. jejuni) enzyme inhibition; actives 0.098% (n = 360,000); inhibition, % at 12.5 µM; purified PglD enzyme, DTNB colorimetric CoA detection; AID 602405; in the data active = inhibition above about 16%, passing the limit was not always enough; inconclusive = no clear call, values can overlap the other calls; note: strong numbers were not always called active
# CASP6 VEID inh – blocks human caspase-6 cleavage activity; P55212; inhibition, % at 12.5 µM; purified caspase-6, Z-VEID-R110 cleavage fluorescence; actives 0.53% (n = 350,000);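 active = mean inhibition across replicates at least about 35%, with every replicate also reaching that limit, limit read from the data; inconclusive = only one of the two criteria met; inactive = neither criterion met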;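 note: 0% = median of neutral control wells and 100% = no fluorescence left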
# Target sequence (P55212 24-179 limits assumed): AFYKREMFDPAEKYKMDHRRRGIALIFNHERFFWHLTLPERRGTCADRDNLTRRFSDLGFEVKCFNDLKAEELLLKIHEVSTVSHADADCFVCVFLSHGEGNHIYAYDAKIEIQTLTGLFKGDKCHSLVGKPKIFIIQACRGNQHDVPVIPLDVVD
# Target sequence (P55212 194-293 limits assumed): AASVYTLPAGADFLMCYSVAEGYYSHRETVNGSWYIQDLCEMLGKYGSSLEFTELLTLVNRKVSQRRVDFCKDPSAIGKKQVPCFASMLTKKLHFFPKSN
# esBAF inh – inhibitors of esBAF chromatin remodeling in mouse ES cells; reporter increase, % at 12.5 µM; Bmi1-luciferase knock-in reporter, 24 h; 100% = twice the neutral-well signal; actives 2% (n = 350,000); AID 602393; in the data active = activation above about 40%; inconclusive = no clear call, values can overlap the other calls;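 note: 0% = median of the plate's neutral control wells and 100% = double that signal; a rise in the Bmi1 reporter signal indicates esBAF inhibition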
# E-sel inducer – induces E-selectin expression in human endothelial cells. actives 0.37% (n = 260,000). HUVEC E-selectin immunofluorescence imaging; normalized: neutral wells 0, TNF-alpha wells 100. activation, % at 7.58 µM;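 active = mean E-selectin-positive cell signal at least 10% of the positive control, reached in at least 60% of replicates, without over 20% cell loss; inconclusive = no rule given, readout overlaps actives, possibly toxicity-flagged; inactive = the rest, including those meeting only one limit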;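 note: in these data hits start at about 27%; measured in HUVEC primary endothelial cells; signal is the percent of cells scored E-selectin positive by PE staining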
#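 Assay system: HUVEC primary endothelial cells. Input: 3,000 HUVEC seeded per well. Doses: one compound dose added by pin transfer. Read-out basis: % PE-positive cells. Benchmarks: TNF-alpha high, DMSO low. Detection: immunofluorescence imaging. Buffer or medium: EGM-2, gelatin.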
# RAD52 anneal inh – RAD52 (human) annealing inhibition; AID 651710; actives 0.46% (n = 360,000); recombinant RAD52 DNA annealing, FRET fluorescence; P43351; inhibition, % at 18.7 µM;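 active = every replicate showing at least 50% inhibition; inconclusive = mean inhibition at least 50% but not in every replicate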
# RAD54 inh – blocks human RAD54 Holliday junction branch migration. Q92698. FAM/BHQ fluorescence. inhibition, % at 10.4 µM. actives 0.14% (n = 360,000);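 active = mean normalized replicate activity at least 40 and at least half of replicates scoring 40 or more; inconclusive = only one of the two criteria met; inactive = mean below 40 and under half of replicates reaching 40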;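 note: 0% = median of neutral control wells and 100% = median of positive control wells; inhibitors cause a drop in the FAM fluorescence signal; in these data hits start at about 50%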
# ERp5 inh – inhibitors of human ERp5; ERp5 insulin aggregation, absorbance 650 nm, 90 min; actives 0.05% (n = 350,000); inhibition, % at 9.99 µM; Q15084;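 active = mean replicate inhibition above about 25%, with every replicate also reaching it, limit read from the data, passing the limit was not always enough; inconclusive = only one of those two criteria met; inactive = neither criterion met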
# Target sequence (Q15084 whole entry, looked up): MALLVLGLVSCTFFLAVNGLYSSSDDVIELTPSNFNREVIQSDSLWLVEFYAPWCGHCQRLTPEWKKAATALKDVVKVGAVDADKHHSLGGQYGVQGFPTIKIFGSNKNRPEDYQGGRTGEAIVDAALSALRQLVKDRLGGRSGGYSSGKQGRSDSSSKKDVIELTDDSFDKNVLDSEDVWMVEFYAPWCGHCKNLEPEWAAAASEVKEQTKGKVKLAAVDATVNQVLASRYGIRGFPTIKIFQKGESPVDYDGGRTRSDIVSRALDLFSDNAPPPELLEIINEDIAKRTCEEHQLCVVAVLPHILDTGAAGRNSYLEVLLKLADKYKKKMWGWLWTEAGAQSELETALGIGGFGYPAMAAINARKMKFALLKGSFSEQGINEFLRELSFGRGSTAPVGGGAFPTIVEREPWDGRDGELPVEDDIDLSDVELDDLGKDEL
# Active calls of the source: *; ? = inconclusive; · = not tested or not shown.
SMILES,ARNT TACC3 PPI,PglD DTNB,CASP6 VEID inh,esBAF inh,E-sel inducer,RAD52 anneal inh,RAD54 inh,ERp5 inh
CCN1CCCC1CNC(=O)Cn1nc(C)n2c(cc3cc(C)ccc32)c1=O (centres undefined),1,-4,-15,6,0.7,-8,18,1
CC1(C)NC(=O)N(CC(=O)OCC(=O)NC(=O)c2ccccc2)C1=O,-8,·,3,·,0.1,-16,·,-4
Nc1cccc(-c2nc3ccc(C(=O)c4ccccc4)cc3[nH]2)c1,15,4,1,25,0.3,-27,2,-1
CN([C@@H](C(=O)OC(C)(C)C)c1ccccc1)S(=O)(=O)c1cccc(S(=O)(=O)N(C)[C@@H](C(=O)OC(C)(C)C)c2ccccc2)c1,-8,-10,-2,-7,·,-7,5,-4
COc1ccc(CN2CCNC(=O)C2CC(=O)N(C)CCC2CCOCC2)c(OC)c1 (centres undefined),-1,0,-2,-4,3.0,-24,-4,0
CCOC(=O)N1CCN(C(=O)c2ccc3c(=O)n(CCC4=CCCCC4)c(=S)[nH]c3c2)CC1,-2,-1,·,4,·,·,3,·
C[C@@H](C(=O)NCC1CC1)[C@H]1C[C@]1(C)[C@H](NC(=O)OCc1ccccc1)c1ccccc1,-4,3,-1,-6,0.0,-8,3,0
N#C[C@@H]1[C@H](c2ccccc2-c2ccccc2F)[C@H](CO)N1C(=O)c1cccc(F)c1,·,·,2,·,?,-56,·,3
O=C(CSc1ccccc1)Nc1ccncc1,-24,-3,·,12,·,·,12,·
CN(C)C(=O)c1ccc(-c2ccc([C@H]3[C@H](CO)N4CCCCN(C(=O)C5CCCC5)C[C@@H]34)cc2)cc1,-3,-33,2,·,·,-2,-4,-3
Cc1nc2c(s1)sc1ccccc12,-9,2,·,21,·,·,4,·
COc1ccc(C(=O)n2nc(C)cc2C)cc1OC,-8,-2,·,-6,·,·,-1,·
C[C@@H]1CN([C@H](C)CO)C(=O)Cc2cc(NC(=O)CCCCCC(=O)Nc3ccccc3N)ccc2O[C@@H]1CN(C)C(=O)Nc1ccc(F)cc1,·,·,-1,-2,-27,13,·,6
Cc1ccc(C(=O)OC2CCCN(C)C2)cc1 (centres undefined),1,6,1,-2,-0.1,-8,-5,1
CCC(=O)N1[C@H](CNC(=O)COC)[C@@H](c2ccc(-c3ccccc3)cc2)[C@@H]1CO,-8,-4,0,-3,-0.1,-28,4,-4
C=CCOC(=O)C1=C(C)NC(=O)NC1c1ccc2c(c1)OCO2 (centres undefined),6,3,-2,-4,0.6,-5,-10,-1
COc1ccccc1NC(=O)N[C@@H]1CC[C@@H](CC(=O)N[C@@H](C)c2ccccc2)O[C@@H]1CO,-2,2,8,5,-0.4,0,2,14
O=C(NCCc1ccc([N+](=O)[O-])cc1)c1ccccc1,-8,·,-3,·,-0.2,5,·,2
O=C(NCc1cccs1)C1CCN(S(=O)(=O)c2ccccc2F)CC1,15,·,0,1,5.4,-1,·,3
O=C(COC(=O)c1cccc([N+](=O)[O-])c1)NCc1cccs1,-1,·,8,-9,2.8,-13,·,3
O=C(Nc1ccccc1)c1nc[nH]c1C(=O)NCc1ccccc1,-5,2,1,-5,0.1,7,0,3
CCOc1ccccc1N1CC(C(=O)N(CC)CC(=O)Nc2ccc3c(c2)OCCO3)CC1=O (centres undefined),1,2,-88,-1,4.7,-3,3,7
C[C@@H]1CN([C@H](C)CO)C(=O)c2cccc(NS(C)(=O)=O)c2O[C@@H]1CN(C)Cc1ccccc1,12,2,-3,-3,0.4,-6,-7,-1
COc1ccc(C(=O)NN)cc1COc1ccc(Br)cc1,-1,2,·,-1,·,·,10,·
C#Cc1ccc([C@@H]2C=C(C(=O)NCc3ccccc3)O[C@H](OCC)[C@H]2CCCO)cc1,-5,-4,2,1,0.1,-22,-8,-2
COc1ccccc1N1CCN(C(=O)c2cc(-c3ccc(F)cc3)[nH]c2C)CC1,12,2,0,4,0.3,-181,2,1
Cc1ccc(C)c(NC(=S)NC(C)C(c2ccccc2)N2CCN(C)CC2)c1 (centres undefined),-4,·,0,·,0.0,8,·,-7
COc1ccc(S(=O)(=O)N(C)C[C@@H]2Oc3ccc(NS(=O)(=O)c4cccs4)cc3CC(=O)N([C@@H](C)CO)C[C@H]2C)cc1,-4,1,0,3,0.2,-1,1,3
CC(=O)Nc1ccc(CN2C(=O)C(Cc3ccccc3)ON=C2c2cccc(F)c2)cc1 (centres undefined),·,1,0,3,·,-3,4,6
CCOC(=O)N1CCN(C(c2ccnc3ccccc23)c2nnnn2-c2c(C)cccc2C)CC1 (centres undefined),·,·,0,·,-0.1,2,·,-1

# Copied from the entries so far, 4 compounds:
SMILES,ARNT TACC3 PPI,PglD DTNB,CASP6 VEID inh,esBAF inh,E-sel inducer,RAD52 anneal inh,RAD54 inh,ERp5 inh
C#Cc1ccc([C@@H]2C=C(C(=O)NCc3ccccc3)O[C@H](OCC)[C@H]2CCCO)cc1,-5,-4,2,1,0.1,-22,-8,-2
COc1ccccc1N1CCN(C(=O)c2cc(-c3ccc(F)cc3)[nH]c2C)CC1,12,2,0,4,0.3,-181,2,1
Cc1ccc(C)c(NC(=S)NC(C)C(c2ccccc2)N2CCN(C)CC2)c1 (centres undefined),-4,·,0,·,0.0,8,·,-7
COc1ccc(S(=O)(=O)N(C)C[C@@H]2Oc3ccc(NS(=O)(=O)c4cccs4)cc3CC(=O)N([C@@H](C)CO)C[C@H]2C)cc1,-4,1,0,3,0.2,-1,1,3

# The list continues:
SMILES,ARNT TACC3 PPI,PglD DTNB,CASP6 VEID inh,esBAF inh,E-sel inducer,RAD52 anneal inh,RAD54 inh,ERp5 inh
O=C(c1cc2c(=O)n3ccccc3nc2s1)N1CCN(c2cccc(Cl)c2)CC1,·,2,2,6,-0.1,-18,0,3
O=C(NCc1ccc2c(c1)OCO2)C1CCC(CNc2c(N3CCCCC3)c(=O)c2=O)CC1 (centres undefined),6,-4,2,-40,0.6,-13,-13,-4
COc1ccccc1NS(=O)(=O)c1ccc2ccccc2c1,3,-2,-1,12,0.1,-7,-8,1
C[C@@H]1CN([C@@H](C)CO)C(=O)Cc2cc(NS(=O)(=O)c3cn(C)cn3)ccc2O[C@@H]1CN(C)CC1CCCCC1,2,1,0,-3,-0.4,6,2,-1
O=C(c1ccccc1F)N(Cc1ccc(F)cc1)C1CCS(=O)(=O)C1 (centres undefined),11,1,·,0,·,·,-12,·
COc1ccc(S(=O)(=O)Nc2ccc3c(c2)C(=O)N([C@@H](C)CO)C[C@H](C)[C@H](CN(C)S(=O)(=O)c2ccc(OC)cc2)O3)cc1,16,3,1,0,-0.2,-24,2,11
CC(C)CNC(=S)NC1CC2CCCC(C1)N2Cc1ccco1 (centres undefined),-1,2,-19,-14,·,-5,-1,0
C/C=C/c1ccc([C@H]2[C@@H](CO)N3C(=O)CN(S(=O)(=O)c4ccccc4)C[C@@H]23)cc1,·,·,2,·,0.1,-20,·,-3
O=C(COc1ccc(S(=O)(=O)NC2CCCCC2)cc1)N1CCN(c2cccc(Cl)c2)CC1,-1,3,1,8,·,-18,-2,4
O=C(CSc1nnnn1-c1ccccc1Cl)Nc1ccc2c(c1)OCCO2,·,-2,8,-31,-0.1,-19,6,2
Cc1cc(S(=O)(=O)NCC2CCCO2)c(C)cc1Br (centres undefined),-8,-5,0,-8,0.2,-4,-10,1
CCCOc1ccccc1/C=C1/C(=O)ON=C1C,27,-4,-1,-6,-0.2,-7,-3,2
CCOC(=O)C1CCN(S(=O)(=O)c2ccc(OC)c(C(=O)N3CCCCC3)c2)CC1,0,4,-1,0,0.0,-13,17,4
O=C(Nc1ccc(C(F)(F)F)cc1)N[C@@H]1C=C[C@H](CC(=O)N2CCCCC2)O[C@H]1CO,36,-1,0,-1,0.0,10,-1,2
CCNC(=O)Cn1cc(C(F)(F)F)cc(Cl)c1=O,-2,·,0,·,·,0,·,?
C[C@@H]1CN([C@@H](C)CO)C(=O)c2cccc(NC(=O)Nc3ccc(C(F)(F)F)cc3)c2O[C@@H]1CN(C)C(=O)NC1CCCCC1,2,2,3,-2,-0.4,0,3,-1
CCOC(=O)C1CCN(C(=O)CN(c2ccc(OC)c(OC)c2)S(=O)(=O)c2ccccc2)CC1,-6,2,·,36,·,·,-2,·
COCCNC(=O)Nc1ccc2c(c1)N(C)C(=O)c1ccccc1S2,-1,·,·,-2,0.2,-14,3,5
O=S1(=O)CCN2N=C(C3CC3)SC2=N1,-2,0,-1,·,0.2,-13,6,2
Cc1c(NC(=O)CSCc2ccc(Cl)cc2Cl)cccc1C(=O)O,-2,6,2,7,·,-3,-6,0
CC(=O)c1ccc(N2C(=NC(=O)C3CCCCC3)SC3CS(=O)(=O)CC32)cc1 (centres undefined),-3,-1,2,-4,·,-38,-3,1
O=C(O)c1ccc(CSc2nc3ccccc3[nH]2)cc1,-15,1,-1,-4,0.2,-11,-3,3
Cc1cc(=O)oc2c(C)c3occc3cc12,-6,3,-1,-10,·,-21,-5,2
Cc1cccc(N=C2Sc3nc4c(C)c(C)ccc4cc3CN2CCN2CCOCC2)c1,-2,1,1,0,·,-27,0,-1
CC(Oc1ccccc1)C(=O)Nc1c2c(nn1-c1ccccc1)CS(=O)C2 (centres undefined),-3,-4,2,-7,·,-27,0,0
Cc1ccccc1/C=N/N=C1/NC(=O)CCS1,-10,·,-1,·,4.1,2,·,-7
CCOC(=O)C1CCN(C(=O)C(C)Sc2ccc(Cl)cc2)CC1 (centres undefined),-4,4,·,-4,·,·,-5,·
C[C@H]1CN([C@@H](C)CO)S(=O)(=O)c2ccc(C#CC3CCCC3)cc2O[C@H]1CN(C)Cc1ccccc1C(=O)O,-1,0,-5,5,·,19,-5,2
CN(CCC1CCCCO1)Cc1cn(C)nc1-c1ccc2c(c1)OCCO2 (centres undefined),0,·,-9,·,0.2,-5,·,-1
CN(C)c1ccc(NC(=O)c2cc3c(=O)n4ccccc4nc3n2C)cc1,-8,1,·,21,·,·,-3,·
Cc1ccc(NC(=S)N(CCN2CCCCC2)Cc2ccco2)cc1,2,·,-6,·,·,-28,·,-1
COc1ccc(OCC(=O)NNC(=O)C2CCC2)cc1,-16,2,0,-4,·,-13,-3,-1
O=C(C[C@@H]1CC[C@@H]2[C@H](COC[C@H](O)CN2C(=O)c2ccccc2)O1)NCc1cccc(F)c1,-15,3,4,-5,-0.1,3,4,2
COc1ccc(OC)c(N=C(C)C2=C(O)COC2=O)c1,-4,0,·,-2,·,·,-13,·
CC1(C)C(=O)Nc2ccccc2N1C(=O)COC(=O)/C=C/c1ccc(OC(F)F)cc1,-5,·,3,·,-1.4,-19,·,-5
CCOCc1nnc(NC(=O)c2ccc3c(c2)OCO3)s1,-2,1,-4,23,-0.4,-5,14,-3
O=C(Nc1c2c(nn1-c1ccc(F)cc1)CS(=O)C2)c1ccc2c(c1)OCO2 (centres undefined),-1,1,2,5,·,-2,-3,7
O=C(N[C@@H]1CC[C@@H](CCn2cc(-c3ccccc3F)nn2)O[C@@H]1CO)c1ccc2c(c1)OCO2,-7,-1,-2,-3,-0.3,10,0,7
COc1ccccc1Cc1c(-c2ccc(Cl)cc2)nc2c3ccccc3ccn12,·,·,-1,·,0.3,-12,·,0
C/C(=N\NC(=O)CSc1nc(C)cc(C)n1)c1ccc([N+](=O)[O-])cc1,·,-1,-3,·,·,-3,-2,0
O=C(Cc1ccsc1)N1CCc2c([nH]c3ccccc23)C1c1ccccn1 (centres undefined),12,·,-3,·,·,-14,·,-2
COc1ccccc1NC1=Nc2cccc3cccc1c23,·,-7,7,-1,-0.2,-23,16,-3

# Screening data (PubChem)
